Screening data from PubChem BioAssay.
IDH1 R132H inh: blocks human IDH1 R132H reductase activity; O75874; inhibition, % at 10 µM; diaphorase/resazurin fluorescence, 60 min; 70,000 tested, 0.18% active; in the data active = inhibition above about 34%;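 also: 0% = DMSO and 100% = no enzyme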
EZH2 inh: EZH2 (human) methyltransferase inhibition; inhibition, % at 12.5 µM; Q15910; AID 651548; 57,000 tested, 0.35% active; PRC2 H3K27 methylation, DELFIA TRF, 1 h;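 active = mean inhibition of replicates at least 50% and every single replicate also reaching 50%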;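 also: dimethyl H3K27 on biotinylated H3 21-44 peptide detected by antibody; plate controls were median neutral control wells for no effect and median positive control wells for full effect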
Target sequence (Q15910 whole entry, looked up): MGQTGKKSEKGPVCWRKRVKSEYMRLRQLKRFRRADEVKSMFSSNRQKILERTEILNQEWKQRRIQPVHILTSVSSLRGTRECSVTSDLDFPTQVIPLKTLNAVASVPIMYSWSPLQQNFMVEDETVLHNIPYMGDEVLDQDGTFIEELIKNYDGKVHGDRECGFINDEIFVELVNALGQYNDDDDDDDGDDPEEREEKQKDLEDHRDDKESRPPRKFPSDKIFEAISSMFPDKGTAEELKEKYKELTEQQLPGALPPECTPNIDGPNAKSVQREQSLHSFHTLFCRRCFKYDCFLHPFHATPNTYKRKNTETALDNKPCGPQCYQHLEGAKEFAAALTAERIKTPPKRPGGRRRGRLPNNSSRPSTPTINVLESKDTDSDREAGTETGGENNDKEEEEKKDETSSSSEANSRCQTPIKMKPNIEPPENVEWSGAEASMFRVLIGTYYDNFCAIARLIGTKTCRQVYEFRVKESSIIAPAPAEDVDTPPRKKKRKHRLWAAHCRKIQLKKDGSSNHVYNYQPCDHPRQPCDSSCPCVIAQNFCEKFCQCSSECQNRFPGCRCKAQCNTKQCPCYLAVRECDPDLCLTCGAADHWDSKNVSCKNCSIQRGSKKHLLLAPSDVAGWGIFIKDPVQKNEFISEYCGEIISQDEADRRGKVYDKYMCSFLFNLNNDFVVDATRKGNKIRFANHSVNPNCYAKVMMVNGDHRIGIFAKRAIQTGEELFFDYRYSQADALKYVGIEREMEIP
* marks the source's active call; other numbers are inactive results; · = no result given; & = joins results of further samples. Only part of the results is shown, so the mix of outcomes need not match the whole.

The opening 7 entries as a preview:
SMILES	IDH1 R132H inh	EZH2 inh
C[C@H]1CN([C@@H](C)CO)S(=O)(=O)c2ccc(C#CCN(C)C)cc2O[C@H]1CN(C)Cc1ccc2c(c1)OCO2	2.6	-6.2
C[C@H](CO)N1C[C@H](C)[C@@H](CN(C)CC2CC2)Oc2c(NC(=O)Nc3ccc4c(c3)OCO4)cccc2C1=O	0.1	·
CCN(C(=O)Cn1c(-c2nonc2N)nc2ccccc21)c1ccccc1	0.1	12.5
C[C@H]1CN([C@@H](C)CO)C(=O)Cc2cc(NC(=O)NC3CCCCC3)ccc2O[C@@H]1CN(C)Cc1ccccc1	3.1	2.6
C[C@H]1CN([C@@H](C)CO)C(=O)c2cc(C#CCN(C)C)cnc2O[C@@H]1CN(C)C(=O)Cc1ccccc1	0.0	-3.3
O=C(C[C@@H]1C=C[C@H](NC(=O)c2ccncc2)[C@@H](CO)O1)NCCc1ccncc1	0.0	2.2
CN1CCN(C(=O)C[C@H]2CC[C@H](NC(=O)Nc3ccccc3F)[C@@H](CO)O2)CC1	0.2	4.6

All compounds of this part, from the first entry:
SMILES	IDH1 R132H inh	EZH2 inh
C[C@H]1CN([C@@H](C)CO)S(=O)(=O)c2ccc(C#CCN(C)C)cc2O[C@H]1CN(C)Cc1ccc2c(c1)OCO2	2.6	-6.2
C[C@H](CO)N1C[C@H](C)[C@@H](CN(C)CC2CC2)Oc2c(NC(=O)Nc3ccc4c(c3)OCO4)cccc2C1=O	0.1	·
CCN(C(=O)Cn1c(-c2nonc2N)nc2ccccc21)c1ccccc1	0.1	12.5
C[C@H]1CN([C@@H](C)CO)C(=O)Cc2cc(NC(=O)NC3CCCCC3)ccc2O[C@@H]1CN(C)Cc1ccccc1	3.1	2.6
C[C@H]1CN([C@@H](C)CO)C(=O)c2cc(C#CCN(C)C)cnc2O[C@@H]1CN(C)C(=O)Cc1ccccc1	0.0	-3.3
O=C(C[C@@H]1C=C[C@H](NC(=O)c2ccncc2)[C@@H](CO)O1)NCCc1ccncc1	0.0	2.2
CN1CCN(C(=O)C[C@H]2CC[C@H](NC(=O)Nc3ccccc3F)[C@@H](CO)O2)CC1	0.2	4.6
C[C@@H]1CCCCO[C@@H](CN(C)S(C)(=O)=O)[C@H](C)CN([C@H](C)CO)C(=O)c2cc(NS(=O)(=O)c3cn(C)cn3)ccc2O1	-2.6	·
COC(=O)c1c(NC(=O)c2ccc(OC)c(OC)c2)sc2c1C(C(=O)OC)CC2 (stereo not given)	0.0	9.6
O=C(Nc1ccccc1)N[C@H]1CC[C@H](CCNS(=O)(=O)c2ccccc2F)O[C@H]1CO	-0.1	26.0
COc1ccc(NC(=O)N(C)C[C@H]2Oc3ccc(NC(=O)Nc4ccc(C(F)(F)F)cc4)cc3C(=O)N([C@H](C)CO)C[C@H]2C)cc1	0.4	·
COc1cc(-c2cc(=O)c3c(O)c(OC)c(OC)c(O)c3o2)ccc1O	-0.4	·
C/C(=C/COc1c(OC2OC(CO)C(O)C(O)C2O)ccc2ccc(=O)oc12)CO (stereo not given)	0.2	9.7
CCn1c(SCC(=O)Nc2ccc([N+](=O)[O-])cc2C)nnc1-c1ccc(Cl)cc1	-0.7	9.0
C[C@@H]1CN([C@@H](C)CO)C(=O)Cc2cc(N(C)C)ccc2O[C@@H]1CN(C)S(C)(=O)=O	1.6	-1.3
CO[C@H]1CN(C)C(=O)c2ccc(NS(C)(=O)=O)cc2OC[C@H](C)N(CC2CCOCC2)C[C@H]1C	0.1	1.6
N#Cc1ccccc1CSc1ncn[nH]1	0.2	7.2
C[C@@H]1CN([C@H](C)CO)C(=O)c2cc(NC(=O)CCC(F)(F)F)ccc2O[C@@H](C)CCCCO[C@H]1CN(C)C(=O)Cc1ccccc1	0.2	·
Cc1cc(Br)ccc1NC(=O)CN(C)S(=O)(=O)c1ccc(Cl)cc1	-0.1	-5.0
C[C@@H]1CN([C@@H](C)CO)C(=O)c2cccc(NS(C)(=O)=O)c2O[C@@H]1CN(C)Cc1ccc(C(=O)Nc2ccccc2N)cc1	0.4	-4.2
COc1ccc(NC(=S)N2CCN(Cc3c(C)nn(C)c3C)CC2)cc1OC	-0.9	-19.1
C[C@H]1CN([C@@H](C)CO)C(=O)c2cc(C#Cc3cccnc3)cnc2O[C@H]1CN(C)C(=O)CC1CC1	2.0	-6.3
COc1ccc(CN(C)C[C@H]2OCCCC[C@H](C)Oc3ccc(NS(C)(=O)=O)cc3C(=O)N([C@H](C)CO)C[C@@H]2C)cc1	·	-9.5
O=C(C[C@@H]1C[C@@H]2c3cc(NC(=O)c4ccc5c(c4)OCO5)ccc3O[C@@H]2[C@@H](CO)O1)NCCN1CCCCC1	-0.5	3.3
O=C(CSc1nc(N2CCCCC2)nc(N2CCCCC2)n1)N1CCc2ccccc21	0.7	0.2
C[C@@H]1CN([C@@H](C)CO)C(=O)c2cc(-c3cccc(C(=O)N(C)C)c3)cnc2O[C@H]1CN(C)S(=O)(=O)c1ccccc1	0.0	29.2
O=C(Nc1cccc(F)c1)N[C@H]1CC[C@H](CCNS(=O)(=O)c2cccc(Cl)c2)O[C@H]1CO	-0.8	-6.8
COc1ccccc1OCC(O)CO (stereo not given)	-1.2	·
C[C@H](CO)N1C[C@H](C)[C@H](CN(C)Cc2ccc(Oc3ccccc3)cc2)Oc2ccc(NC(=O)c3ccncc3)cc2CC1=O	-0.5	-18.4
C[C@@H]1CN([C@@H](C)CO)C(=O)Cc2cc(NS(=O)(=O)c3ccc(Cl)cc3)ccc2O[C@@H]1CN(C)Cc1ccc(Cl)c(Cl)c1	0.8	·
C[C@@H]1CN([C@H](C)CO)C(=O)c2cccc(NS(=O)(=O)c3cccs3)c2O[C@H]1CN(C)C(=O)Nc1ccc(F)cc1	-3.2	·
C[C@@H]1CN([C@H](C)CO)C(=O)c2cc(N(C)C)ccc2O[C@@H](C)CCCCO[C@@H]1CN(C)C(=O)Nc1ccc2c(c1)OCO2	·	-15.5
Cc1noc(C)c1NC(=O)N[C@@H]1CC[C@@H](CC(=O)N2CCCCC2)O[C@H]1CO	0.4	5.4
C[C@H]1CN([C@@H](C)CO)C(=O)CCCn2nncc2CO[C@H]1CN(C)Cc1ccc(C(F)(F)F)cc1	-0.3	-1.0
COCC(=O)N(C)C[C@@H]1Oc2cc(-c3ccc(C#N)cc3)ccc2S(=O)(=O)N([C@@H](C)CO)C[C@@H]1C	2.5	5.3
Cc1cc(C)c(S(=O)(=O)N(C)CC(=O)Nc2cc([N+](=O)[O-])ccc2C)c(C)c1	-0.3	-24.2
O=C(NCC[C@H]1CC[C@H](NC(=O)C2CCC2)[C@H](CO)O1)c1cc(Cl)cc(Cl)c1	-0.4	-3.4
CC12N=C3SCc4ccccc4CN3[C@H](c3ccccc3O1)[C@H]2CO	·	-8.5
C[C@H]1CCCCO[C@@H](CN(C)C)[C@@H](C)CN([C@@H](C)CO)C(=O)c2cc(NC(=O)Nc3ccc(C(F)(F)F)cc3)ccc2O1	0.4	4.1
CC(C)NC(=O)N(C)C[C@@H]1Oc2ccc(NC(=O)Nc3ccc(C(F)(F)F)cc3)cc2C(=O)N([C@@H](C)CO)C[C@H]1C	2.1	-3.4
C[C@H]1CCCCO[C@@H](CN(C)C(=O)Nc2ccc(F)cc2)[C@@H](C)CN([C@@H](C)CO)C(=O)c2cc(NC(=O)Nc3ccc(C(F)(F)F)cc3)ccc2O1	0.6	·
CO[C@H]1CN(C)C(=O)c2cc(NS(=O)(=O)c3cccc(F)c3)ccc2OC[C@@H](C)NC[C@H]1C	-0.2	-0.1
C[C@H]1CN([C@@H](C)CO)C(=O)c2cc(-c3cccnc3)cnc2O[C@@H]1CN(C)C(=O)Nc1ccccc1	0.6	3.4
CCC(=O)Nc1ccc2c(c1)C(=O)N(C)C[C@@H](OC)[C@@H](C)CN(C(=O)C1CCC1)[C@@H](C)CO2	0.1	-0.9
C[C@@H]1CN([C@@H](C)CO)S(=O)(=O)c2ccc(C#Cc3ccccc3)cc2O[C@H]1CN(C)S(=O)(=O)c1cn(C)cn1	-0.2	·
COc1ccc(S(=O)(=O)N(C)C[C@H]2Oc3c(NS(=O)(=O)c4cn(C)cn4)cccc3C(=O)N([C@H](C)CO)C[C@@H]2C)cc1	-3.7	·
C[C@@H]1CN([C@H](C)CO)C(=O)CCCn2cc(nn2)CO[C@H]1CN(C)Cc1cccc(O)c1	-0.8	-0.7
CCCC#Cc1cnc2c(c1)C(=O)N([C@H](C)CO)C[C@@H](C)[C@@H](CN(C)Cc1cccnc1)O2	-0.1	-0.6
O=C(C[C@@H]1C[C@@H]2c3cc(NS(=O)(=O)c4ccc(F)cc4)ccc3O[C@@H]2[C@H](CO)O1)NCCN1CCCCC1	-0.5	-0.2
C[C@@H]1CN([C@H](C)CO)C(=O)c2cc(NC(=O)Nc3ccc4c(c3)OCO4)ccc2O[C@H]1CN(C)C(=O)Nc1ccc(F)cc1	-2.3	·
CC(C)NC(=O)N(C)C[C@@H]1Oc2cc(C#CC3CC3)ccc2S(=O)(=O)N([C@H](C)CO)C[C@H]1C	-0.3	-11.2
O=C(C[C@@H]1C=C[C@H](NS(=O)(=O)c2ccccc2)[C@H](CO)O1)NCc1ccc(Cl)c(Cl)c1	-0.1	3.7
C[C@H]1CN([C@@H](C)CO)C(=O)c2cc(-c3ccccc3F)cnc2O[C@H]1CN(C)C(=O)c1ccccn1	-3.5	-3.6
CC(C)C(O)(C(=O)OCc1ccc(O[C@@H]2O[C@H](CO)[C@@H](O)[C@H](O)[C@H]2O)cc1)C(C)O (stereo not given in full)	0.0	-3.8
Cc1noc(C)c1NC(=O)Nc1ccc2c(c1)C(=O)N([C@@H](C)CO)C[C@H](C)[C@H](CN(C)Cc1ccc(C(=O)O)cc1)OCCCC[C@H](C)O2	0.8	·
CN(CC(=O)Nc1ccc(C(F)(F)F)cc1)S(=O)(=O)c1ccc(Br)cc1	-0.1	6.5
Cc1noc(C)c1NC(=O)Nc1ccc2c(c1)C(=O)N([C@@H](C)CO)C[C@@H](C)[C@@H](CN(C)S(=O)(=O)c1ccc(F)cc1)O2	1.1	·
COCC(=O)N(C)C[C@@H]1Oc2cc(C#CC3CCCC3)ccc2S(=O)(=O)N([C@@H](C)CO)C[C@@H]1C	·	-14.2
CNC[C@@H]1OCCCC[C@H](C)Oc2ccc(NC(=O)Nc3cccc4ccccc34)cc2C(=O)N([C@@H](C)CO)C[C@H]1C	-13.5	-4.4
COc1ccc(NC(=O)N(C)C[C@H]2OCCCC[C@@H](C)Oc3ccc(NC(=O)Nc4ccc(C(F)(F)F)cc4)cc3C(=O)N([C@H](C)CO)C[C@@H]2C)cc1	1.1	·

2 entries from above, comma-delimited:
mol,IDH1 R132H inh,EZH2 inh
CC(C)C(O)(C(=O)OCc1ccc(O[C@@H]2O[C@H](CO)[C@@H](O)[C@H](O)[C@H]2O)cc1)C(C)O (stereo not given in full),0.0,-3.8
Cc1noc(C)c1NC(=O)Nc1ccc2c(c1)C(=O)N([C@@H](C)CO)C[C@H](C)[C@H](CN(C)Cc1ccc(C(=O)O)cc1)OCCCC[C@H](C)O2,0.8,·

Following part.
SMILES	IDH1 R132H inh	EZH2 inh
C[C@H]1CN([C@@H](C)CO)S(=O)(=O)c2ccc(Br)cc2O[C@@H]1CN(C)Cc1ccccn1	-3.8	10.9
Cn1cnc(S(=O)(=O)N[C@H]2C=C[C@@H](CC(=O)NCC3CCCCC3)O[C@@H]2CO)c1	-0.1	-0.4
C[C@H]1CN([C@@H](C)CO)C(=O)c2cc(NC(=O)Cc3ccccc3)ccc2O[C@@H]1CN(C)S(=O)(=O)c1ccc(Cl)cc1	2.4	-10.0
C=CCNC(=O)[C@@H]1[C@H]2C(=O)O[C@H](c3ccccc3)[C@H](c3ccccc3)N2[C@H](c2ccccc2OCCO)[C@@]12C(=O)N(C(=O)OCCOC)c1ccc(C#CC3(O)CCCCCC3)cc12	0.1	-5.7
C[C@H](CO)N1C[C@H](C)[C@@H](CN(C)S(=O)(=O)c2cn(C)cn2)Oc2cc(C3=CCCCC3)ccc2S1(=O)=O	0.2	-4.4
CC(C)NC(=O)Nc1ccc2c(c1)C(=O)N([C@H](C)CO)C[C@@H](C)[C@H](CN(C)S(=O)(=O)c1ccccc1)O2	·	11.2
C[C@@H]1CN([C@@H](C)CO)S(=O)(=O)c2ccc(-c3ccc(F)cc3)cc2O[C@@H]1CN(C)C	1.7	0.2
C[C@@H]1CN([C@H](C)CO)C(=O)c2cc(NC(=O)c3ccncc3)ccc2O[C@@H](C)CCCCO[C@H]1CN(C)S(=O)(=O)c1ccc(F)cc1	-0.6	·
C[C@H](CO)N1C[C@H](C)[C@@H](CN(C)C(=O)C2CCCCC2)Oc2cc(C#CC3CC3)ccc2S1(=O)=O	·	-9.8
O=C(NO)c1ccc(C(=O)N/N=C/c2cccnc2Cl)cc1	-0.5	9.4
CCOc1ccc(C)cc1S(=O)(=O)n1cnc2ccccc21	1.0	13.5
COC(=O)CCCCCCC(=O)N/N=C/c1ccc(OC)cc1O	0.2	-3.3
COc1ccccc1-c1cnc2c(c1)C(=O)N([C@@H](C)CO)C[C@@H](C)[C@H](CN(C)C(=O)c1cccnc1)O2	0.6	-5.1&9.0
O=C(Cc1ccccn1)NCC[C@H]1CC[C@@H](NC(=O)Nc2ccc(C(F)(F)F)cc2)[C@@H](CO)O1	0.4	-17.6
CCCC#Cc1cnc2c(c1)C(=O)N([C@@H](C)CO)C[C@H](C)[C@@H](CN(C)C(=O)CCN1CCCCC1)O2	-3.1	3.6
CO[C@@H](CN(C)C(=O)c1cc(Cl)cc(Cl)c1)[C@@H](C)CN(C(=O)Nc1ccc(F)cc1)[C@@H](C)CO	-0.1	2.1
C[C@@H]1CCCCO[C@@H](CN(C)C(=O)Nc2ccc(F)cc2)[C@H](C)CN([C@@H](C)CO)C(=O)c2cc(NC(=O)Nc3cccc4ccccc34)ccc2O1	1.8	·
O=C(C[C@@H]1CC[C@@H](NS(=O)(=O)c2ccc(F)cc2)[C@H](CO)O1)NCCc1ccncc1	0.4	3.5
C[C@H]1CN([C@@H](C)CO)C(=O)c2c(c3ccccc3n2C)-c2ccccc2CO[C@H]1CN(C)S(=O)(=O)c1cn(C)cn1	-2.3	-2.9
C[C@@H]1CN([C@H](C)CO)C(=O)c2cc(C#Cc3ccc(F)cc3)cnc2O[C@H]1CN(C)S(C)(=O)=O	0.4	-12.2
